Screening data from PubChem.
T cell modulator: T cell immune modulation candidate; 2C CD8+ T cell-vesicle binding, flow cytometry; active compounds read low; calls only at 7 µM; hit rate 0.068% among 330,000; AID 2052;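 active = response, share of CD8 T cells binding vesicles, and their 90th percentile fluorescence all below set limits, cut at about 80% in these data, passing the limit was not always enough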
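Incubation: binding step 1.5 h, 37 °C, antibody labelling 20 min, ice; system: murine 2C transgenic CD8+ T lymphocytes; technique: cytometric PE anti-B7-1 and Alexa647 anti-CD8 signals after 1% paraformaldehyde fixation; also added: QL9-charged Drosophila Ld/ICAM-1/B7-1 vesicles; control set: naked versus QL9-loaded vesicles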
WT yeast gro inh: growth inhibition of WT yeast, mitochondrial fusion screen; mitochondrial fusion phenotypic screen, WT strain; hit rate 2.1% among 190,000; inhibition, % at 10 µM; AID 1362; in the data active = inhibition above about 58%; tested in S. cerevisiae
Autophagy HCS: alters autophagy in cells. MEF GFP-LC3 puncta imaging; test concentration mostly 10 µM. calls only at 10 µM (by protocol). hit rate 0.98% among 190,000. AID 463193;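 active = percentage of spot-positive cells more than 3 SD above its plate mean, without a fluorescence outlier flag or 80% toxicity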;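 also: spot-positive cell cutoff set from DMSO-treated cells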
MT stabilize HCS: stabilizes microtubules in HeLa cells; HeLa tubulin immunostaining HCS, 24 h; share of cells brighter than vehicle mean+2SD; % tubulin-high responders, % at 10 µM; hit rate 0.83% among 200,000; AID 2205;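 active = plate Z-score above 3 for both tubulin-high and condensed-nucleus cell shares, with cell loss under 80%, at 10 µM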;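 also: anti alpha tubulin signal scored within the nucleus-defined area of each cell; some results filed as inactive read as strong as hits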
P. falciparum M1AAP: P. falciparum M1AAP inhibitors, biochemical, fluorogenic H-Leu-NHMec substrate, 1536-well (AID 1445); recombinant M1AAP, H-Leu-NHMec fluorogenic kinetic assay; higher % means a stronger effect; inhibition, % at 30 µM, or IC50 in µM where a hit was titrated; hit rate 0.42% among 220,000;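 active = primary inhibition above the hit cutoff, then over 50% inhibition at one or more dose response concentrations, cut at about 23% in these data, passing the limit was not always enough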;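 also: plate controls were DMSO full reaction for no effect and no enzyme background for full effect; strong numbers were not always called active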
Dynein cargo inh: dynein cargo transport inhibition. hit rate 0.47% among 220,000. z-score, hits read low. 3617.4 mouse cells, GR-EGFP nuclear translocation imaging; test concentration mostly 20 µM; stimulated with dexamethasone, 1 µM; active compounds read low. AID 1381;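 active = plate z-score of nuclear minus cytoplasmic receptor signal below a set negative limit, without overly bright fluorescence or cell loss, cut at about -3.5 in these data, passing the limit was not always enough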;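 also: z-score of nuclear minus cytoplasmic ring GR-EGFP intensity difference per well; some compounds called inactive have numbers as strong as hits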
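Buffer or medium: tetracycline-free induction medium containing charcoal-stripped FBS / Reagent: dexamethasone agonist, 1.0 µM final, for 30 min / Technique: automated 10x imaging of fixed Hoechst-stained cells / Times: induction 48 h, compound 1 h, agonist 30 min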
bCat nuc transl: alters nuclear translocation of beta-catenin in HeLa cells. hit rate 0.3% among 190,000. immunofluorescence imaging. nuclear translocation activity, % at 5 µM;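 active = nuclear translocation activity above 50% at 5 µM, with a well cell count of 50 or more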;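 also: per-cell ratio of nuclear to cytoplasmic median beta-catenin stain intensity; plate controls were DMSO negative control for no effect and GSK-3 inhibitor IX positive control for full effect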
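System: Human HeLa cells, endogenous beta-catenin | Compound dosing: 5 µM primary, 0.02–20 µM confirmation | Timing: 24 h compound exposure at 37°C, 5% CO2 | Measured by: Fluorescence imaging of beta-catenin antibody stain plus DAPI | Read-out basis: % activation of per-cell nuclear versus cytoplasmic median beta-catenin signal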
Yfh1-off respiration: mitochondrial function rescue without frataxin homolog – Friedreich's ataxia, plus single-dose screen, dose response (AID 1465) | S. cerevisiae Yfh1-off respiration, WST-1 reduction, 72 h; higher fold induction means a stronger effect | hit rate 0.074% among 220,000 | fold induction at 50 µM, or EC50 in µM where a hit was titrated;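 active = fold induction of absorbance versus untreated yeast above a set limit, then at least 30% activation at any dose in follow-up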;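 also: activators that raise dye reduction in frataxin-depleted yeast; strong numbers were not always called active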
P. falciparum M17LAP: P. falciparum M17LAP inhibitors, primary screen, biochemical, fluorogenic H-Leu-NHMec substrate, 1536-well (AID 1619); hit rate 0.38% among 220,000; recombinant M17LAP, H-Leu-NHMec fluorogenic kinetic assay; higher % means a stronger effect; one-dose inhibition, % at 30 µM; IC50 in µM for titrated hits;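 active = compound inhibiting the enzyme by more than half at any dose during confirmatory dose-response retesting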;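 also: plate controls were full reaction with DMSO carrier for no effect and no enzyme background for full effect; strong numbers were not always called active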
WT yeast gro inh mutant strain: second read-out of WT yeast gro inh, no call of its own (marks repeat the call); inhibition, %; mitochondrial fusion phenotypic screen, mutant strain inhibition
Dynein cargo inh cytoplasmic EGFP: also measured in Dynein cargo inh; calls as there; z-score; measured here: cytoplasmic GR-EGFP intensity; active compounds read high
Dynein cargo inh nuclear GR-EGFP: further read-out of Dynein cargo inh, marked with its call; z-score; measured here: nuclear GR-EGFP intensity;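 lower value marks the stronger effect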
Dynein cargo inh cell count: second read-out of Dynein cargo inh, no call of its own (marks repeat the call); z-score; measured here: cell count per field
bCat nuc transl cell count 5 µM: further read-out of bCat nuc transl, marked with its call; cell count; measured here: cell count, cytotoxicity flag
T cell modulator vesicle-bound %: recorded beside T cell modulator, whose call it bears; double positive events, %; measured here: CD8+ vesicle-bound cell fraction;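 binding gate set so that unloaded-vesicle control wells show 10% double positive cells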
MT stabilize HCS Hoechst-high %: further read-out of MT stabilize HCS, marked with its call; % Hoechst-high responders; measured here: nuclear condensation Hoechst responders;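 share of cells brighter than vehicle mean plus two SD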
MT stabilize HCS cytotoxicity %: further read-out of MT stabilize HCS, marked with its call; toxicity, %; measured here: cytotoxicity by cell density;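 0% = mean cell density of plate MIN control wells and 100% = no cells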
Autophagy HCS cell loss 18 h: also measured in Autophagy HCS; calls as there; toxicity, %; measured here: cell loss, nuclei count;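 cell loss after 18 h compound exposure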
* = called active by the depositor; i = inactive; · = no result given. Random draw from the library; overall some 4.4% were active at least once.

Fields: T cell modulator | T cell modulator vesicle-bound % | WT yeast gro inh | WT yeast gro inh mutant strain | Autophagy HCS | Autophagy HCS cell loss 18 h | MT stabilize HCS | MT stabilize HCS Hoechst-high % | MT stabilize HCS cytotoxicity % | P. falciparum M1AAP | Dynein cargo inh | Dynein cargo inh cytoplasmic EGFP | Dynein cargo inh nuclear GR-EGFP | Dynein cargo inh cell count | bCat nuc transl | bCat nuc transl cell count 5 µM | Yfh1-off respiration | P. falciparum M17LAP
1) COc1ccc(N(CCC(=O)O)S(=O)(=O)c2ccc(C)c(C)c2)cc1
 : i | 54 | · | · | · | · | · | · | · | 1% | 0.59 | -0.18 | 0.19 | -0.83 | 0.1 | 1367 | i | 2%
2) O=C(c1ccc(-n2cccc2)cc1)N1CCCCC1
 : i | 26 | -5 | 5 | i | -9 | 2.0 | 4.1 | 6.6 | 14% | 1.6 | -0.27 | 0.92 | -1.1 | 0.6 | 1069 | i | 5%
3) COc1ccccc1C(=O)Nc1cccc(Oc2c(F)c(F)c(F)c(F)c2F)c1
 : i | 52 | · | · | · | · | · | · | · | 2% | 0.66 | -0.25 | 0.79 | -0.4 | -0.2 | 1360 | i | 16%
4) O=C(c1ccccc1Cl)N1CCC(O)(c2cccnc2)CC1
 : i | 54 | -1 | -12 | i | -17 | 2.8 | 1.2 | 9.0 | 2% | -0.61 | -0.24 | 0.044 | 0.6 | -0.4 | 1556 | i | 1%
5) COc1ccc(NC(=O)Cn2c(=O)sc3ccccc32)c(OC)c1
 : i | 55 | -12 | -17 | · | · | 2.3 | 2.6 | 9.4 | 5% | 0.094 | -0.26 | 0.05 | 0.3 | -2.0 | 1185 | i | 22%
6) CCOCCCNC(=S)NC1CC2CCC(C1)N2Cc1ccccc1 (stereo unspecified)
 : i | 40 | 2 | 7 | i | -12 | · | · | · | -7% | 0.66 | 0.093 | 0.7 | -0.7 | 0.6 | 1597 | i | -3%
7) COc1cc(S(=O)(=O)NC2CCCCC2C)ccc1-n1cnnn1 (stereo unspecified)
 : i | 32 | -19 | -13 | i | -11 | · | · | · | 5% | -0.93 | -0.34 | -0.19 | 1.1 | -0.5 | 1026 | i | -9%
8) Cc1ccc(NC(=O)c2sc3nc[nH]c(=O)c3c2C)c(C)c1
 : i | 17 | -12 | 0 | i | -30 | 2.2 | 1.9 | 7.5 | 0% | 0.41 | -0.19 | 0.74 | 1.3 | -0.6 | 1493 | i | -25%
9) CSc1nc2nccc(-c3ccc(-c4ccccc4)cc3)n2n1
 : i | 29 | -13 | -13 | i | -1 | 2.1 | 1.3 | 5.3 | 8% | -0.33 | -0.27 | 0.13 | 0.63 | -0.6 | 1298 | i | 3%
10) Cc1cc(C)nc(/N=C(\N)Nc2ccc(SC(F)F)cc2)n1
 : i | 51 | · | · | · | · | · | · | · | -3% | -0.1 | -0.77 | -0.37 | -0.2 | 0.2 | 1367 | i | -3%
11) CCC(C(=O)NC1CCCC1)N(C(=O)c1snc(C(N)=O)c1N)c1ccc2c(c1)OCCO2 (stereo unspecified)
 : i | 26 | 6 | 16 | i | 42 | 8.2 | 1.4 | 16 | -5% | 1.1 | -0.034 | 0.99 | -0.058 | -2.4 | 1043 | i | -7%
12) COc1ccc(/C=N/NC(=O)C(C)N(c2ccc(OC)cc2)S(C)(=O)=O)cc1 (stereo unspecified)
 : i | 59 | -2 | 0 | i | 4 | 2.1 | 2.2 | 2.2 | 19% | 0.25 | -0.27 | 0.038 | 0.04 | -0.9 | 1058 | i | 3%
13) Oc1[nH]c2ccccc2c1N=NC(=S)NCC1CCCO1 (stereo unspecified)
 : i | 39 | 9 | 10 | i | 11 | 2.7 | 2.6 | 9.0 | 13% | 0.65 | -0.28 | 0.26 | 0.25 | 2.0 | 1034 | i | 18%
14) COc1ccc(C2c3ccsc3CCN2C(=O)C(C)(C)C)cc1 (stereo unspecified)
 : i | 40 | · | · | · | · | · | · | · | 5% | 0.37 | -0.18 | -0.024 | 0.15 | -1.4 | 1197 | i | -5%
15) COc1ccc(CN2CC(C(=O)NCc3ccccn3)CC2=O)cc1 (stereo unspecified)
 : i | 59 | 6 | 1 | i | -10 | 2.7 | 1.8 | 5.6 | 0% | 0.048 | -0.18 | 0.053 | 0.74 | · | · | i | 8%
16) O=C(O)CC1(CC(=O)Nc2ccc(Oc3cccc(C(F)(F)F)c3)nc2)CCCC1
 : i | 51 | · | · | · | · | · | · | · | 1% | -0.36 | -0.24 | -0.24 | 0.81 | -1.9 | 1176 | i | -4%
17) COc1ccc(NC(=S)NNc2ccc(S(=O)(=O)Nc3ccccc3C(=O)O)cc2[N+](=O)[O-])cc1
 : i | 62 | · | · | · | · | · | · | · | 4.2µM* | -0.98 | -0.26 | -0.58 | 0.59 | -0.4 | 1321 | i | 4.3µM*
18) CCOC(=O)N1CCC(NC(=O)c2cc(C(=O)NCc3cccc(Cl)c3)ccc2CO)CC1
 : i | 15 | 11 | -4 | i | 10 | 2.9 | 1.6 | 0.2 | -5% | 0.45 | -0.16 | 0.46 | -0.58 | · | · | i | 7%
19) N=C1CCC(=N)c2c1c(O)c1ccccc1c2O
 : i | 54 | · | · | · | · | · | · | · | 7% | -0.071 | -0.21 | -0.29 | 0.74 | -1.8 | 1141 | i | 17%
20) CCOc1cc(/C=N/NC(=O)c2cccnc2)ccc1OCC(=O)N1CCOCC1
 : i | 45 | -16 | 26 | i | -3 | 2.5 | 2.7 | 5.5 | 16% | -0.19 | -0.24 | -0.26 | 0.047 | 0.8 | 1037 | i | 24%
21) COc1ccc2[nH]c(=O)c(CN(C3CCCCC3)C(c3nnnn3Cc3ccco3)C(C)C)cc2c1 (stereo unspecified)
 : i | 16 | 3 | -8 | i | 16 | 7.3 | 2.7 | 4.3 | 24%* | -2.8 | 0.34 | -1.1 | -0.29 | -2.4 | 976 | · | 9%
22) Cc1ccc(C)c(N2CCN(C(=S)NC3CCCCC3)CC2)c1
 : i | 49 | 1 | 0 | i | 14 | 2.1 | 1.1 | 3.2 | 0% | 0.41 | -0.0039 | 1.1 | -2.3 | -0.7 | 963 | i | -7%
23) COc1cc(OC)cc(-c2nnc(SCC(=O)N3CCCC3)o2)c1
 : i | 54 | 6 | -11 | i | -5 | 2.1 | 1.6 | 4.5 | 9% | -0.61 | -0.22 | -0.39 | 0.66 | -7.3 | 1034 | i | 4%
24) CCO[C@H]1OC(C(=O)Nc2ccccc2)=C[C@@H](c2csc3ccccc23)[C@@H]1CCCO
 : · | · | 72* | 22* | i | 24 | 2.8 | 0.9 | 3.2 | 1% | 3.2 | -0.066 | 2.5 | -2.4 | 0.8 | 1052 | i | 1%
25) Cc1cccc(NC(=O)C(=O)NCCCc2ccccc2)c1
 : i | 49 | -2 | -2 | i | 9 | 4.5 | 2.8 | 5.6 | 0% | -0.21 | -0.28 | -0.26 | 0.59 | -0.4 | 973 | i | -1%
26) COc1cc(/C=C/CN2CCN(Cc3ccc(C)o3)C(CCO)C2)ccc1O (stereo unspecified)
 : i | 30 | 6 | -12 | i | -3 | 1.0 | 1.0 | 3.5 | 2% | -0.48 | -0.34 | -0.74 | 1 | -1.8 | 1063 | i | 14%
27) O=C(NCc1ccccc1)Nc1cc(Cl)ccc1Cl
 : i | 22 | · | · | · | · | · | · | · | 5% | -0.75 | -0.23 | -0.39 | 0.76 | -2.4 | 1164 | i | -3%
28) Cc1ccc(NCC(=O)N/N=C\c2ccc[nH]2)cc1
 : i | 18 | · | · | · | · | · | · | · | 2% | -0.54 | -0.22 | -0.27 | -0.72 | 2.1 | 1044 | i | -4%
29) C/C(=N\Nc1ccc(S(=O)(=O)Nc2ccccc2)cc1[N+](=O)[O-])c1ccncc1
 : i | 34 | 42 | 25 | i | 8 | 5.0 | 3.5 | 6.2 | 2% | 0.87 | -0.07 | 0.97 | -0.28 | -0.3 | 1499 | i | 2%
30) CN(C)S(=O)(=O)Nc1ccccc1C(N)=O
 : i | 37 | 11 | 8 | i | -4 | 3.0 | 1.8 | 4.5 | 3% | -0.51 | -0.19 | -0.45 | 0.97 | · | · | i | -20%
31) O=C(COC(=O)COc1ccc(Cl)cc1)Nc1ccc(N2CCOCC2)cc1
 : i | 18 | -22 | 11 | i | -3 | 7.3 | 1.4 | 1.6 | 2% | 0.55 | -0.35 | 0.51 | -0.27 | 1.8 | 1055 | i | 2%
32) COc1ccc2cc(CN(CC3CCCO3)C(=S)NCc3ccco3)c(=O)[nH]c2c1 (stereo unspecified)
 : i | 29 | 2 | 14 | i | -2 | 3.6 | 2.8 | 2.1 | 21% | -1.8 | 0.13 | -0.49 | 0.017 | 0.7 | 1087 | i | 28%
